TRb-SRC2 inh: inhibitors of human thyroid hormone receptor beta-SRC2 interaction. TRbeta-SRC2 peptide binding, fluorescence polarization; receptor liganded with 1 µM T3. AID 1469. 280,000 tested, 0.065% active. Potency, µM (titrated, usually from 106 µM), inactives show at the highest dose activity change, negative = inhibition, usual class: inhibitors;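 further: plate controls were bound peptide for no effect and peptide without receptor for full effect; nearly all actives have a fitted effect of over 50% in size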
Target sequence (P10828 whole entry, looked up): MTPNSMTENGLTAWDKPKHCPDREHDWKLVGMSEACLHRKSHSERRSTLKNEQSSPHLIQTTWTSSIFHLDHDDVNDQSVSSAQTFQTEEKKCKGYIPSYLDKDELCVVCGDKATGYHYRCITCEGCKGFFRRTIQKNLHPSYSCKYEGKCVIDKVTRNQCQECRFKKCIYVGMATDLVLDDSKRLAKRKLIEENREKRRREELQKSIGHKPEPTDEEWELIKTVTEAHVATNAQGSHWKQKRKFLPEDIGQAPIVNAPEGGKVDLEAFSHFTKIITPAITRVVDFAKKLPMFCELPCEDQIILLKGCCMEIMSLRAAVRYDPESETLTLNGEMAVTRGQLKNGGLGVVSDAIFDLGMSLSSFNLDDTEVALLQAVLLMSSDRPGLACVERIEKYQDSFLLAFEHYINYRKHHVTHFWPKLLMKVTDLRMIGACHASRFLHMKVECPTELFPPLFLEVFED
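Assay buffer: 20 mM Tris-HCl, 100 mM NaCl, 10% glycerol, 1 mM EDTA, 0.01% NP-40, 1 mM DTT, 1 uM T3, 5% DMSO; TRb LBD 0.6 uM, Texas Red SRC2 20 nM; FP after 5 hr.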
JMJD2E inh: blocks human JMJD2E demethylase activity; JMJD2E catalytic domain, FDH-coupled NADH fluorescence (FDH is formaldehyde dehydrogenase); Potency, µM (top dose mostly 57.1 µM), inactives show at the top dose activity change, negative = inhibition, hits mostly inhibitors; 230,000 tested, 1.6% active; active means well fitted inhibition curve with a large enough effect, not every such curve was filed as active; inconclusive means small, poorly fitted or top-dose-only effect, or another doubt; inactive means no such curve, though single readings can be large or run the other way;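 further: 0% = wells with enzyme and -100% = buffer wells without enzyme; nearly all actives have a fitted effect of over 50% in size; many of its hits are not listed in these tables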
Target sequence (B2RXH2 1-337 limits assumed): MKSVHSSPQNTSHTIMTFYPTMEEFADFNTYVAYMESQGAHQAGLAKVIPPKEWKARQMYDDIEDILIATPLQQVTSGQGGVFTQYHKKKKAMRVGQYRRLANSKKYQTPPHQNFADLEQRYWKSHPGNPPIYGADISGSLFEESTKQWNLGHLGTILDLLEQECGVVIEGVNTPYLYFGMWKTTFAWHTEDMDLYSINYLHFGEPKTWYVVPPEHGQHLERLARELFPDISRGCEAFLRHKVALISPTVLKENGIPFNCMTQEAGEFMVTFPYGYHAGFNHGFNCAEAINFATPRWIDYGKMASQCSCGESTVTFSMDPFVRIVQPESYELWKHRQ
RGS12 GoLoco inh: blocks human Gai1 binding to RGS12 GoLoco peptide, red readout. AID 880. P63096. Potency, µM (series often up to 61.6 µM), for the others: top-dose activity, negative = inhibition, actives largely listed as inhibitors. Gai1:RGS12 GoLoco peptide FP, rhodamine, 10 min. 230,000 tested, 0.44% active; active means well fitted inhibition curve with a large enough effect, not every such curve was filed as active; inactive means no such curve, though single readings can be large or run the other way; further: nearly all actives have a fitted effect of over 30% in size; many of its hits are not listed in these tables
L3MBTL1 inh: L3MBTL1 (human) inhibition; AlphaScreen L3MBTL1–H3K9me1 peptide binding; Potency, µM (titrated, usually from 57.1 µM), inactives show at the top dose activity, negative = inhibition, hits mostly inhibitors; 230,000 tested, 0.66% active; AID 485360; further: nearly all actives have a fitted effect of over 60% in size
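Displacement of a biotinylated histone H3(1-15) peptide monomethylated at Lys9 (75 nM) from L3MBTL1 (50 nM) was measured by AlphaScreen after a 30 min room-temperature compound incubation; cefsulodin titration served as intraplate control.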
Tau fibril FP: blocks human tau fibril formation measured by polarization; P10636; K18 P301L tau heparin fibrillization, Alexa594 FP, 6 h; Potency, µM (series often up to 57.7 µM), for the others: at the highest dose activity, negative = inhibition, most hits filed as inhibitors; 280,000 tested, 0.39% active; AID 1468; further: nearly all actives have a fitted effect of over 55% in size
Target sequence (P10636 561-689 P618L limits assumed): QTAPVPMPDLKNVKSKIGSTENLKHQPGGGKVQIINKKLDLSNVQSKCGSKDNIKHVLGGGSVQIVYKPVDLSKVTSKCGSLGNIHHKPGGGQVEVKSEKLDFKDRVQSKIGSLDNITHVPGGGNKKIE
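FP of Alexa 594-tau after heparin (20 uM) induction. Substrate: human K18 P301L, 15 uM unlabeled, 0.24 uM labeled. Buffer 100 mM sodium acetate pH 7. 6 hr, 37 C.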
RECQ1 inh: inhibitors of human RECQ1 DNA helicase | Potency, µM (highest dose often 57.3 µM), for the others: at the highest dose activity, negative = inhibition, actives largely listed as inhibitors | AID 2549 | 240,000 tested, 0.54% active | P46063 | RECQ1 DNA unwinding, red fluorescence kinetic read;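 further: plate controls were vehicle for no effect and no enzyme for full effect; nearly all actives have a fitted effect of over 30% in size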
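RECQ1T1 50 nM; forked duplex (20 bp + 30-nt ss tails) 200 nM, ATP 2 mM final; pH 8.0, 2 mM MgCl2, 2.5 ug/ml poly(dI-dC); 15 min compound preincubation; discontinuous kinetic read over 2 h at RT.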
Tau fibril ThT: inhibitors of human tau fibril formation, thioflavin T binding; P10636; recombinant tau K18 P301L (four-repeat tau fragment), heparin-induced fibrillization, ThT fluorescence; Potency, µM (titrated, usually from 57.4 µM), for the others: top-dose activity, negative = inhibition, actives largely listed as inhibitors; 270,000 tested, 2.1% active; AID 1460; further: nearly all actives have a fitted effect of over 55% in size
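Tau K18 P301L fragment (15 uM unlabeled plus 0.24 uM Alexa 594-labeled) in 100 mM sodium acetate pH 7 with compound, fibrillization induced by 20 uM heparin for 6 hr at 37 C. Thioflavin T (30 uM) added, fluorescence read after 1 hr (ex 450, em 510 nm).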
TR SRC2 fluor cs: counter-screen for TRb-SRC2 inhibitors: fluorescence interference; Potency, µM (doses to about 106 µM), without a hit: at the highest dose fluorescence change, negative = quenching; TRb/SRC2 Texas Red total fluorescence interference; 280,000 tested, 0.29% active; active means well fitted curve in either direction with a large enough effect; inconclusive means small, poorly fitted or top-dose-only effect
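Human TRb ligand-binding domain at 0.6 uM with 20 nM Texas Red SRC2 peptide in Tris buffer containing 1 uM T3 and 5% DMSO, incubated with compound 5 h at ambient temperature. Total fluorescence (555/632 nm) calculated as parallel + 2 × perpendicular.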
Starred values were filed as active, the others as inactive; i = inactive; ? = inconclusive; . = not tested or not shown; [ ] = another dose, or the depositor's remark. Unless noted, the call rests on the fitted dose curve; in most records, active means well fitted curve in the direction sought with a large enough effect; inconclusive means small, poorly fitted or top-dose-only effect, or another doubt; inactive means no such curve, though single readings can be large; an effect the other way counts as inactive or inconclusive. Unless noted, on the % scale 0 is the no-effect control and ±100 the full control effect; potency means the concentration at half of the fitted maximal effect. These rows are one share of the data. The share of hits here may be higher or lower than overall.

Start of the listing, in advance (four entries):
SMILES | TRb-SRC2 inh | JMJD2E inh | RGS12 GoLoco inh | L3MBTL1 inh | Tau fibril FP | RECQ1 inh | Tau fibril ThT | TR SRC2 fluor cs
COC(=O)C1=CN(c2ccc(OC)cc2)C=C(C(=O)OC)C1c1ccc(C)c([N+](=O)[O-])c1 | -6% | 3% | 1% | -19% | -8% | -20% | 0% | 1%
CSc1nc(-c2ccccc2Cl)nc2c1Cc1c(CO)cnc(C)c1O2 | 6% | . | . | . | -2% | . | 3% | -1%
CCCCNC(=O)NNC(=O)COc1cc(C)cc(C)c1 | -2% | -1% | -12% | -5% | 4% | i | -2% | -2%
CC(C)CC(NC(=O)COc1ccccc1)C(=O)O (stereo unspecified) | 4% | 8% | 6% | 3% | 1% | i | -3% | -2%

The whole of this part, previewed entries included:
SMILES | TRb-SRC2 inh | JMJD2E inh | RGS12 GoLoco inh | L3MBTL1 inh | Tau fibril FP | RECQ1 inh | Tau fibril ThT | TR SRC2 fluor cs
COC(=O)C1=CN(c2ccc(OC)cc2)C=C(C(=O)OC)C1c1ccc(C)c([N+](=O)[O-])c1 | -6% | 3% | 1% | -19% | -8% | -20% | 0% | 1%
CSc1nc(-c2ccccc2Cl)nc2c1Cc1c(CO)cnc(C)c1O2 | 6% | . | . | . | -2% | . | 3% | -1%
CCCCNC(=O)NNC(=O)COc1cc(C)cc(C)c1 | -2% | -1% | -12% | -5% | 4% | i | -2% | -2%
CC(C)CC(NC(=O)COc1ccccc1)C(=O)O (stereo unspecified) | 4% | 8% | 6% | 3% | 1% | i | -3% | -2%
CCOc1cc(/C=N/NC(=O)c2ccncc2)ccc1OC(=O)c1ccc([N+](=O)[O-])cc1 | -7% | 4% | -4% | -2% | -2% | -1% | ? | -4%
CC(=O)N1CCN(C(=O)COc2ccc(Br)cc2)CC1 | 9% | 0% | 6% | -7%[11.4 µM] | -2% | 4% | -14% | 0%
N/C(Cc1ccc([N+](=O)[O-])cc1)=N\OC(=O)Cc1ccc(Cl)cc1 | 8% | 1% | . | 20% | 3% | 2% | 5% | -1%
CS(=O)(=O)NCCSc1nnnn1-c1ccccc1 | -6% | 0% | -5% | 2%[11.4 µM] | -2% | i | 5% | -1%
CCC(C)NCCCOc1c(C)cc(C)cc1Br (stereo unspecified) | -2% | 0% | 4% | -4% | -5% | 0% | -7% | 2%
CCOc1ccc(C(=O)Nc2ccccc2OC(F)F)cc1 | 1% | 0% | 0% | 18% | 1% | -3% | -11% | -2%
O=C(NCCNc1ccc([N+](=O)[O-])cc1C(F)(F)F)c1ccc(F)cc1 | 2% | -26% | 11% | -4% | -7% | 0% | ? | -8%
COc1ccc(S(=O)(=O)N2CCSC2)cc1C | -4% | -5% | . | 6% | -8% | -3% | -4% | 0%
Cc1ccccc1Nc1nc(N)c2ccccc2n1 | 6% | -11% | 25% | -4% | 3% | 4% | -6% | -1%
COc1ccccc1OCCC(=O)OCC(=O)NC(C)c1ccccc1 (stereo unspecified) | -3% | 9% | 0% | 7% | -7% | -9% | -2% | -1%
CC(=O)C1=C(O)C(=O)N(CCc2c[nH]c3ccccc23)C1c1ccc(O)cc1 (stereo unspecified) | 7% | -9% | 2% | -3% | -6% | 9% | ? | -1%
Cc1sc2ncnc(N=Nc3c(O)[nH]c4ccccc34)c2c1C | -2% | -2% | 8% | -4% | 9% | 2% | ? | -2%
Cc1cccc(C)c1OCc1cc(=O)n2c3c(sc2n1)CCCC3 | 0% | . | . | . | 1% | . | ? | 1%
O=C(CSc1nc2ccccc2[nH]1)NCCN1CCCCC1 | -2% | 1% | 11% | 6% | -6% | 13% | 1% | 2%
CCOC(=O)c1ccc(NC(=O)CC2SC3=NCCN3C2=O)cc1 (stereo unspecified) | -2% | ? | 5% | -1% | -3% | -11% | -2% | -9%
CN(CCc1cnn(C)c1)Cc1nc(Cc2ccccc2)no1 | -4% | 11% | -2% | 1% | -5% | -4% | 0% | -7%
CCCN(S(=O)(=O)c1ccc(OCC)cc1)S(=O)(=O)c1cccs1 | -8% | -9% | -3% | 8% | -9% | 0% | -8% | 0%
Nc1cc(=O)[nH]c(SCCNS(=O)(=O)c2ccccc2)n1 | -17% | 2% | 4% | 7% | -10% | -11% | 5% | -1%
Cc1ccc2c(COC(=O)c3cnc(C)cn3)cc(=O)oc2c1 | 0% | -7% | 12% | -6% | -4% | i | -4% | 0%
CCn1nc(C(=O)OCC(=O)c2c[nH]c3ccccc23)c2ccccc2c1=O | -9% | 5% | -3% | -9% | 5% | i | ? | -1%
CCOC(=O)Cn1cnc2c(cnn2-c2ccc(Cl)cc2)c1=O | 3% | -1% | . | -5% | -14% | -3% | ? | 5%
CCC(=O)OCCNc1cc(SCCC(=O)OC)c2nonc2c1[N+](=O)[O-] | -1% | -11% | -11% | -8% | ? | -8% | 7.9µM* | ?
Cc1ccc[n+](CC2OCc3ccccc3CO2)c1 | 5% | 8% | 8% | 4% | -7% | 1% | -9% | 7%
S=c1[nH]nc(-c2cc(-c3ccco3)[nH]n2)n1-c1ccccc1 | -25% | ? | 10% | 1% | 0% | -12% | -5% | 0%
CCC(C(=O)Nc1ccccc1C(=O)N1CCOCC1)N1C(=O)c2ccccc2C1=O (stereo unspecified) | -5% | -4% | -3% | . | -4% | -4% | 3% | -8%
Cc1ccccc1CS(=O)(=O)CCC(=O)N1CCN(c2ccc(N3CCOCC3)nn2)CC1 | -2% | ? | 2% | 5%[11.4 µM] | 1% | i | -13% | -4%
CCOc1ccc(-c2nn(-c3ccccc3)cc2/C=C2\SC(N)=NC2=O)cc1C | -1% | ? | -1% | 5% | ? | -6% | -3% | -6%
CC(=O)N=c1sc2ccccc2n1C | 5% | 8% | 7% | -2% | 5% | -12% | -6% | 1%
Cn1cnnc1SCc1ccccc1[N+](=O)[O-] | -2% | 0% | 5% | 8% | 2% | -2% | -6% | 0%
S=C(NNc1ccc2ccccc2c1)NC1CCCCC1 | 1% | 11µM* | 8% | ? | ? | -5% | 25µM* | -1%
O=C(CSc1cc(Cl)ccc1Cl)NCC(=O)Nc1ccc(F)c(F)c1F | 3% | -1% | 10% | 9% | -2% | -7% | -4% | -14%
Cc1ccc2oc(C(=O)Nc3ccc(S(=O)(=O)N4CCCCC4C)cc3)cc(=O)c2c1 (stereo unspecified) | -4% | . | . | . | ? | . | 2% | 6%
O=C(c1ccco1)N1N=C2CCCCCC2C1(O)C(F)(F)F (stereo unspecified) | -6% | -3% | 3% | 44%[activator] | -3% | i | 1% | -10%
COc1ccc(C(=O)CC2OC(=O)c3c2ccc(OC)c3OC)cc1 (stereo unspecified) | 3% | -6% | 11% | . | -7% | 9% | -13% | -1%
Cc1cccc(NC(=S)NNC(=S)NC2CCCCC2)c1C | 5% | 20% | 2% | -12% | ? | i | -17% | -1%
COc1ccc(-n2ncc3c(NCc4cccs4)ncnc32)cc1 | 0% | ? | 3% | 0% | -18% | -11% | -8% | -3%
O=C1CCCC2=C1C(c1ccc(O)c(O)c1)c1c(ccc3ncccc13)N2 (stereo unspecified) | -16% | 25µM* | -18% | 2µM* | -17% | 11µM* | ? | -3%
Clc1ccccc1Sc1cnc2ccccc2n1 | 3% | 4% | 9% | . | -7% | i | -12% | 1%
O=C(CCc1nnc(CCCc2ccccc2)o1)N1CCCCCC1 | -2% | 1% | 9% | 12% | 6% | -6% | -9% | -1%
O=C(CC1Nc2c3ccccc3nc(=S)n2C1=O)NC1CCCCC1 (stereo unspecified) | -8% | -9% | 3% | 7% | 1% | -3% | -2% | 1%
O=C(NCc1ccccc1)c1nc(-c2cccs2)no1 | -2% | -15% | 7% | 2% | -9% | i | 2% | 0%
O=C(CSC1=Nc2ccccc2C2=NC(CC(=O)N3CCN(c4ccccc4)CC3)C(=O)N12)NCC1CCCO1 (stereo unspecified) | 8% | ? | 14% | . | -3% | -4% | ? | 2%
O=C(COc1ccc(/C=N/NS(=O)(=O)c2ccccc2)cc1)NCc1ccccc1 | -12% | -4% | 6% | 5% | -7% | -20% | -7% | -1%
CCOC(=O)c1cnc2ccc(OC(F)(F)F)cc2c1Nc1ccccc1C(=O)O | 2% | . | . | . | 3% | . | -13% | 0%
NNC(=O)c1ccc(NS(=O)(=O)c2ccc(Br)cc2)cc1 | 9% | 2% | 7% | -2% | -5% | i | 2% | -1%
Cc1cc(Nc2n[nH]c(N)c2C#N)ccc1F | -5% | 3% | 7% | -1% | 1% | -7% | -8% | -2%
CSc1cccc(NC(=O)CSc2nnc(C)s2)c1 | 5% | 4% | 2% | -12% | 1% | -4% | -2% | -4%
O=[N+]([O-])c1ccc2oc(-c3cccc(O)c3)nc2c1 | 10% | 10% | -3% | 3% | -7% | i | ? | -8%
CC1=C(C(=O)NC(C)c2ccccc2)C2(CCC(C)CC2)OC1=O (stereo unspecified) | -10% | -2% | 6% | . | 6% | -4% | . | -1%
Cc1ccc(CCNC(=O)c2ccc3c(c2)N(Cc2ccc(F)cc2)CCS3)cc1 | -4% | . | . | . | ? | . | -6% | 0%
CCCCNC(=O)Oc1cc(CCl)on1 | -1% | -5% | 2% | -14% | -8% | -15% | -7% | -2%
Cc1cc(C)cc(OCc2cc(=O)n3c4c(sc3n2)CCCC4)c1 | 5% | . | . | . | -4% | . | -4% | 1%
O=C(Cc1cc(=O)[nH]c(=O)[nH]1)N1CCC(Cc2ccccc2)CC1 | 1% | 2% | 8% | -15% | 10% | 2% | 0% | -1%
O=C(O)c1ccc(Sc2ccccn2)c([N+](=O)[O-])c1 | 0% | -3% | -13% | -9% | -3% | 4% | -2% | -2%
O=C(NCc1cccs1)C1CCCN1C(=O)Nc1ccc(Cl)cc1 (stereo unspecified) | 1% | 15% | 2% | 4% | 3% | 0% | -1% | -2%
